Pol beta inh: qHTS Assay for Inhibitors of DNA Polymerase Beta; Pol beta primer extension/strand displacement, fluorescence kinetic; Potency, µM (titrated, usually from 114 µM), for the others: at the highest dose activity change, negative = inhibition, usual class: inhibitors; 1.3% of 340,000 active; also: % is scaled to controls: 0 for no effect and ±100 for the full control effect
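Pol beta (10 nM) and compounds were preincubated 15 min at room temperature, then 50 nM substrate (final) started primer extension/strand displacement. Reads were taken at 0 and 10 min; concentration-response data were fitted to a four-parameter Hill equation.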
POLK inh: qHTS for Inhibitors of Polymerase Kappa; DNA polymerase kappa (Homo sapiens), Q9UBT6; purified Pol kappa, fluorescent DNA synthesis assay, 10 min; Potency, µM (series often up to 107 µM), for inactives: at the top dose activity, negative = inhibition, most hits filed as inhibitors; 0.53% of 400,000 active; AID 588579, 2011; also: % is scaled to controls: 0 for no effect and ±100 for the full control effect
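Inhibition of 10 nM Pol kappa is measured by a fluorescent read-out at 0 and 10 min following addition of 50 nM substrate (final), with a 15-min room-temperature compound preincubation.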
APEX1 inh: qHTS Assay for Inhibitors of the Human Apurinic/apyrimidinic Endonuclease 1 (APE1); AID 2517, 2012; 0.35% of 350,000 active; Potency, µM (titrated, usually from 65.8 µM), for the others: at the top dose activity change, negative = inhibition, hits mostly inhibitors; recombinant APE1, TAMRA/BHQ-2 abasic DNA cleavage fluorescence;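 also: plate controls were vehicle for no effect and reference inhibitor for full effect; nearly all actives have a fitted effect of over 55% in size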
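Quantitative HTS: incision of a TAMRA/BHQ-2 double-stranded substrate bearing a tetrahydrofuran abasic site by 0.75 nM APE1 raises fluorescence. Substrate 50 nM final, added after 15 min compound preincubation at room temperature; progress as third-minus-first kinetic read difference.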
Pol eta inh: qHTS for Inhibitors of Polymerase Eta. DNA polymerase eta (Homo sapiens), Q9Y253. recombinant Pol eta, fluorescent DNA replication assay. Potency, µM (highest dose often 114 µM), without a hit: at the highest dose activity change, negative = inhibition, actives largely listed as inhibitors. 1.2% of 390,000 active. AID 588591, 2011; also: % is scaled to controls: 0 for no effect and ±100 for the full control effect
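Fluorescent replication assay: 50 nM final substrate added after a 15 min room-temperature compound preincubation with 10 nM enzyme. Signal taken at 0 min and again at 10 min.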
G9a block: qHTS Assay for Inhibitors of Histone Lysine Methyltransferase G9a; Histone-lysine N-methyltransferase EHMT2 (Homo sapiens), Q96KQ7; G9a H3K9 monomethylation, AlphaScreen, 2 h; Potency, µM (highest dose often 102 µM), for the others: top-dose activity, negative = inhibition, most hits filed as inhibitors; 8.8% of 350,000 active; AID 504332, 2011; also: % is scaled to controls: 0 for no effect and ±100 for the full control effect; nearly all actives have a fitted effect of over 75% in size
Target sequence (Q96KQ7 913-1193 limits assumed): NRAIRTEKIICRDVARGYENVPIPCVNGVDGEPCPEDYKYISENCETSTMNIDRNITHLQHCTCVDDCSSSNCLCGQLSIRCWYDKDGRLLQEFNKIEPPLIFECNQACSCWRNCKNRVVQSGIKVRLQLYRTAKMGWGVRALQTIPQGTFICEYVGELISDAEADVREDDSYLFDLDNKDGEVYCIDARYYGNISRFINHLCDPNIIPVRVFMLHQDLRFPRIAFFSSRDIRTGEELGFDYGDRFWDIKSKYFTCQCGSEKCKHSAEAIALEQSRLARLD
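Readings reflect AlphaScreen signal from monomethyl-H3K9 antibody detection. HMT at 20 nM; substrate b-H3K9 500 nM; cofactor SAM 20 uM; 2 h RT reaction; compounds tested as titrations in qHTS with 15 min preincubation.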
JMJD2A Tudor: qHTS Assay for Inhibitors of JMJD2A-Tudor Domain; 4.4% of 390,000 active; AlphaScreen JMJD2A-Tudor / H3K4me3 peptide binding; AID 504339, 2011; Potency, µM (doses to about 114 µM), for the others: at the top dose activity change, negative = inhibition, most hits filed as inhibitors; Lysine-specific demethylase 4A (Homo sapiens), O75164; also: % is scaled to controls: 0 for no effect and ±100 for the full control effect; nearly all actives have a fitted effect of over 50% in size
BAZ2B inh: qHTS Assay for Inhibitors of BAZ2B; Bromodomain adjacent to zinc finger domain protein 2B (Homo sapiens), Q9UIF8; AlphaScreen BAZ2B-H3K14Ac peptide displacement; Potency, µM (titrated, usually from 114 µM), inactives show top-dose activity change, negative = inhibition, usual class: inhibitors; 4.4% of 360,000 active; AID 504333, 2011; also: % is scaled to controls: 0 for no effect and ±100 for the full control effect; nearly all actives have a fitted effect of over 60% in size
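BAZ2B 50 nM plus b-H3(5-23)K14Ac 50 nM, PBS pH 7.4/0.01% Tween-20, 30 min RT; compound added (max 110 uM), 30 min RT; streptavidin donor/Ni-chelate acceptor beads 10 ug/mL final, 20 min dark; AlphaScreen read.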
Pol iota inh: qHTS for Inhibitors of Polymerase Iota; DNA polymerase iota (Homo sapiens), Q9UNA4; Pol iota fluorescent replication assay, 10 min; Potency, µM (doses to about 115 µM), for the others: at the top dose activity, negative = inhibition, most hits filed as inhibitors; 1% of 390,000 active
Target sequence (Q9UNA4 whole entry, looked up): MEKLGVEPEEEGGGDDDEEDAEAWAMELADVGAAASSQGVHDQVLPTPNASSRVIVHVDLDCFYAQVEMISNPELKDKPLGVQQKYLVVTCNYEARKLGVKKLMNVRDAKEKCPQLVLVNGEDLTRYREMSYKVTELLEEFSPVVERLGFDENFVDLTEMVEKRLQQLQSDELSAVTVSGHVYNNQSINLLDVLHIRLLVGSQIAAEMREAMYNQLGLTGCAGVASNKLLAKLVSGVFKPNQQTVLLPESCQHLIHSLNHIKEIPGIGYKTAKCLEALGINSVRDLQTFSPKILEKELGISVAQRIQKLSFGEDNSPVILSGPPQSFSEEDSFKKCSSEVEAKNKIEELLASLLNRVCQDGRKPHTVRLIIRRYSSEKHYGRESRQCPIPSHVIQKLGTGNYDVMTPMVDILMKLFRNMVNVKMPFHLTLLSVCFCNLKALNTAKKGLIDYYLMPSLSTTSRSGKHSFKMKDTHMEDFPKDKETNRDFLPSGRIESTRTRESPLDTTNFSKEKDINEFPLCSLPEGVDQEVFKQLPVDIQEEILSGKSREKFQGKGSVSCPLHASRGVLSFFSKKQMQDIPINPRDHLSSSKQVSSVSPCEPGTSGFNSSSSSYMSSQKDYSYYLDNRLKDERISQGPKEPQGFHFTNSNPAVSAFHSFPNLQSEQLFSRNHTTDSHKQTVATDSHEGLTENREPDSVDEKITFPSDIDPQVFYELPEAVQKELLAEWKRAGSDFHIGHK
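Pol iota at 10 nM preincubated 15 min with compounds at room temperature; reaction started with fluorescent substrate, 50 nM final. Fluorescence read kinetically at 0 and 10 min; buffer-only wells as negative control.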
BLM helicase inh: qHTS Assay for Inhibitors of Bloom's syndrome helicase (BLM); recombinant BLM DNA unwinding, fluorescence dequenching; Potency, µM (top dose mostly 56.1 µM), for inactives: at the highest dose activity change, negative = inhibition, most hits filed as inhibitors; 0.2% of 350,000 active; AID 2528, 2010;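 also: plate controls were vehicle for no effect and no enzyme for full effect; nearly all actives have a fitted effect of over 35% in size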
The depositor's hits bear a star; ? = inconclusive; nt = not tested or not shown; [ ] = remark or other dose. Calls follow the shape of the dose curve; as a rule, active = well fitted curve in the direction sought with a large enough effect; inconclusive = small, poorly fitted or top-dose-only effect, or another doubt; inactive = no such curve, though single readings can be large; an effect the other way counts as inactive or inconclusive. Potency is read from the fitted curve at half-maximal effect. This is a subset; the hit share may differ from the screen's.

entry | SMILES | Pol beta inh | POLK inh | APEX1 inh | Pol eta inh | G9a block | JMJD2A Tudor | BAZ2B inh | Pol iota inh | BLM helicase inh
1 | O=c1c2nnn(-c3ccc(Cl)cc3)c2ncn1Cc1ccccn1 | -1.1% | -7.2% | -5.7% | -1.1% | 33.3% | -20.4% | 3.1% | 189.8%[activator] | -6.2%
2 | Cn1nc(C(F)(F)F)c(-c2ccccc2)c1NC(=O)c1cccnc1 | 1.4% | -10.3% | 3.4% | -2.4% | 4.8% | -15.6% | -8.0% | 13.2% | -8.2%
3 | CCOC(=O)N1CCN(C(=O)c2cc(OC)c(OC)c(OC)c2)CC1 | -5.6% | 5.5% | 28.2% | -4.8% | 13.6%[59 µM] | 6.6% | -4.3% | 6.3% | -4.0%
4 | Cn1c(=O)c2c(nc(CN3CCc4ccccc4C3)n2Cc2ccc(F)cc2)n(C)c1=O | nt | -9.7% | nt | ? | nt | -23.6% | nt | 17.1% | nt
5 | Cc1ccccc1OCCOCCN1CCCCCC1 | 7.1% | -9.6% | -0.7% | 0.3% | 39.8µM* | ? | ? | -7.2% | -5.0%
6 | Cc1cccc(Nc2nc(N3CCCC3)nc(N3CCCC3)n2)c1 | -5.0% | -6.3% | -0.6% | -6.5% | ? | 3.6% | 1.1% | 9.3% | -5.4%
7 | C[C@@H]1O[C@@H](OC[C@@H]2O[C@H](Oc3c(-c4ccc(O)cc4)oc4cc(O)cc(O)c4c3=O)[C@@H](O)[C@H](O)[C@H]2O)[C@H](O)[C@H](O)[C@H]1O | nt | -3.1% | 5.6% | 3.7% | nt | -21.5% | nt | ? | nt
8 | COc1ccc(/C(=N\O)c2ncc(C(F)(F)F)cc2Cl)cc1 | -10.9% | 5.2% | -2.3% | -16.8% | 10.8% | -8.0% | -10.0% | -12.2% | -6.7%
9 | C=C1c2cccc(C(F)(F)F)c2O[C@H](C(=O)OCC)C1OC (mixture of isomers) | nt | -12.7% | -1.3% | nt | 33.9% | nt | nt | nt | -1.0%[75.6 µM]
10 | O=[N+]([O-])c1cc(Br)c(OCc2nnc(-c3ccccc3)o2)c(Br)c1 | -3.1% | 0.3% | 5.8% | -15.6% | 28.2µM* | -55.4% | ? | 32.3%[activator] | -6.6%
11 | CCOc1ccc(C(=O)NCc2ccncc2)cc1 | 0.9% | -14.6% | -0.8% | -14.0% | -3.3%[59 µM] | 1.6% | 18.3% | 6.3% | -5.6%
12 | CSc1nc(-c2ccc(Cl)cc2)c(C#N)c(=O)n1C | -1.4% | 0.0% | -1.1% | -18.7% | -1.0% | -8.4% | -32.4% | 137.8%[activator] | -5.6%
13 | COc1ccc(-n2ccn(CC(=O)Nc3ccccc3C(F)(F)F)c(=O)c2=O)cc1OC | -3.0% | -8.2% | nt | -14.0% | ? | -18.8% | -3.2% | 4.5% | -3.1%
14 | CCOC(=O)C1CCN(C(=O)C(CC)c2ccccc2)CC1 (stereo not given) | 14.1% | -7.5% | 20.6% | -2.9% | -0.1%[59 µM] | -2.0% | -5.0% | 14.4% | -4.5%
15 | CC1CCCC(C)N1C(=O)CSc1nnc(CSc2ncccn2)n1C (stereo not given) | ? | -8.3% | -1.6% | -2.4% | 20.9%[59 µM] | 2.5% | 23.3% | 0.9%[58.9 µM] | -0.9%
16 | CCCCn1c(SCC(=O)Nc2cc(C)on2)nc2c1c(=O)n(C)c(=O)n2C | 20.4% | -5.1% | -6.6% | -17.9% | 5.4% | -5.0% | -1.2% | 40.1%[activator] | 0.2%
17 | CCOC(=O)C1C(=O)C=C(/C=C/c2ccc(N(C)C)cc2)CC1c1ccccc1 (stereo not given) | 1.0% | -9.7% | -2.8% | -28.7% | 8.5% | -1.4% | -0.2% | ? | ?
18 | COc1cccc(Cn2c(NCC(C)C)nc3c2c(=O)n(C)c(=O)n3C)c1 | 2.4% | -4.3% | -1.9% | -14.5% | 11.9%[59 µM] | -20.1% | -17.9% | 5.3% | 0.2%
19 | O=[N+]([O-])c1ccc(COc2ccc(CN3CCCC3)cc2)cc1 | nt | 10.0% | nt | -10.1% | nt | -19.9% | nt | 23.8% | nt
20 | O=C(Nc1ccccc1N1CCN(C(=O)c2ccc(Cl)cc2)CC1)c1cc(Br)ccc1Cl | -3.3% | -20.3% | 8.8% | 0.1% | 5.7%[0.0925 µM] | ? | -5.2% | 2.3% | -6.8%

3 entries already listed, arranged by SMILES length, largest number first:
entry | SMILES | Pol beta inh | POLK inh | APEX1 inh | Pol eta inh | G9a block | JMJD2A Tudor | BAZ2B inh | Pol iota inh | BLM helicase inh
4 | Cn1c(=O)c2c(nc(CN3CCc4ccccc4C3)n2Cc2ccc(F)cc2)n(C)c1=O | nt | -9.7% | nt | ? | nt | -23.6% | nt | 17.1% | nt
16 | CCCCn1c(SCC(=O)Nc2cc(C)on2)nc2c1c(=O)n(C)c(=O)n2C | 20.4% | -5.1% | -6.6% | -17.9% | 5.4% | -5.0% | -1.2% | 40.1%[activator] | 0.2%
11 | CCOc1ccc(C(=O)NCc2ccncc2)cc1 | 0.9% | -14.6% | -0.8% | -14.0% | -3.3%[59 µM] | 1.6% | 18.3% | 6.3% | -5.6%

Marked active in G9a block, of those listed so far:
entry | SMILES | Pol beta inh | POLK inh | APEX1 inh | Pol eta inh | G9a block | JMJD2A Tudor | BAZ2B inh | Pol iota inh | BLM helicase inh
5 | Cc1ccccc1OCCOCCN1CCCCCC1 | 7.1% | -9.6% | -0.7% | 0.3% | 39.8µM* | ? | ? | -7.2% | -5.0%
10 | O=[N+]([O-])c1cc(Br)c(OCc2nnc(-c3ccccc3)o2)c(Br)c1 | -3.1% | 0.3% | 5.8% | -15.6% | 28.2µM* | -55.4% | ? | 32.3%[activator] | -6.6%

More results:
entry | SMILES | Pol beta inh | POLK inh | APEX1 inh | Pol eta inh | G9a block | JMJD2A Tudor | BAZ2B inh | Pol iota inh | BLM helicase inh
21 | N#Cc1c(-c2ccc(Cl)cc2)c2c([nH]c1=S)CCCC2 | 1.8% | -6.2% | -0.5% | 5.8% | -10.4%[59 µM] | -20.6% | -11.4% | 40.5%[activator] | -0.8%
22 | CC(C)(C)OC(=O)N1CCC(C(=O)Nc2ccc(C(=O)N3CCCCC3)cc2)CC1 | nt | -11.9% | nt | -14.1% | nt | -8.0% | nt | 2.2% | nt
23 | CCC(C)N(C(=O)c1csnn1)C(C(=O)NC1CCCC1)c1ccccc1F (stereo not given) | 61.5% | -6.0% | 2.0% | -14.4% | 24.1% | -2.1% | -3.7% | 86.4%[activator] | -3.3%
24 | O=C(CCNC(=O)C1CCN(S(=O)(=O)c2ccccc2)CC1)Nc1ccccc1 | 25.5% | 10.9% | 91.1%[activator] | -12.1% | -8.3% | -7.6% | -22.4% | 33.3%[activator] | -1.3%
25 | CCOc1ccc(Cn2nnc(C(=O)NCCc3ccc(Cl)cc3)c2N)cc1 | 26.9% | -4.6% | -2.8% | 3.7% | 26.3% | -17.1% | 2.4% | -1.1% | -3.0%
26 | CCOC(=O)c1cc(NC(=O)CCC(=O)O)ccc1N1CCCCC1 | -26.3% | 3.1% | 1.4% | -17.2% | 3.8% | -2.8% | 0.3% | 59.4%[activator] | -6.1%
27 | Cn1c(-c2ccccc2)cnc1NCc1ccc(F)cc1 | 13.7% | -13.3% | -8.9% | -19.9% | nt | 35.5µM* | ? | 18.3% | -0.8%
28 | COCCN=c1scc(-c2cc(OC)c(OC)c(OC)c2)n1/N=C/c1c(C)[nH]c2ccccc12 | 10.5% | -9.8% | ? | -19.4% | ? | 20µM* | 11.2µM* | -7.6% | -17.0%
29 | CC(=O)c1cc(C(=O)NC2CCCc3c2cnn3-c2cc(C)cc(C)c2)[nH]n1 (stereo not given) | -0.7% | -7.5% | -2.8% | 4.0% | nt | -16.4% | -12.4% | 24.6% | 0.9%
30 | O=C(CSCn1nnc2c(=O)[nH]c(Cc3ccc(F)cc3)nc21)Nc1ccccc1 | 0.3% | 0.0% | nt | -10.5% | 1.8%[59 µM] | -17.0% | -5.5% | 37.1%[activator] | 2.7%
31 | CC(=O)Nc1ccccc1-c1ccccc1[N+](=O)[O-] | nt | -7.6% | nt | -17.5% | nt | -1.4% | nt | -2.8% | nt
32 | C=CCN1CCN(C(c2ccc(OC)c(OC)c2)c2nnnn2C(C)(C)C)CC1 (stereo not given) | -5.7% | 3.8% | -10.2% | -15.4% | 50.1µM* | 0.0% | 79.4µM* | 14.0% | -0.4%
33 | O=C(C1=C(O)C(=O)N(CCOCCO)C1c1ccccn1)c1cccs1 (stereo not given) | 24.8% | -17.3% | 1.6% | -5.9% | 28.2µM* | ? | 50.1µM* | -1.4% | 1.0%
34 | Oc1c(C(c2ccccn2)N2CCOCC2)ccc2cccnc12 (stereo not given) | 16.4% | -3.2% | -0.3% | -6.7% | 8.91µM* | 17.8µM* | 3.16µM* | 37.3% | -2.4%
35 | CC(C)(C)C1CCc2c(sc(NC(=O)CSc3ncn[nH]3)c2C#N)C1 (stereo not given) | -0.4% | -10.5% | 3.1% | -7.2% | 25.1µM* | -14.8% | -3.9% | 1.4% | -12.0%
36 | NC(=O)c1cccc(C(N)=O)n1 | 2.4% | 4.9% | -1.9% | -3.0% | 2.9% | -6.8% | nt | ? | -4.5%
37 | COc1ccc(NC(=O)c2cccs2)cc1O | 2.8% | 0.4% | -2.1% | -2.7% | -1.5% | 0.4% | -26.9% | 8.8% | -6.6%
38 | CCCCCOc1ccc(C2C(C(=O)c3ccc(C)o3)=C(O)C(=O)N2c2cc(C)on2)cc1 (stereo not given) | -9.0% | 5.9% | -21.5% | -25.0% | 44.7µM* | ? | -20.1% | 12.0% | -12.2%
39 | c1cc(-c2sc(-c3ccncc3)c(-c3ccncc3)c2-c2ccncc2)ccn1 | -0.4% | -14.2% | ? | ? | ? | ? | ? | ? | 2.3%
40 | CCCNC(=O)C(=O)NCCC1=CCCCC1 | 2.7% | -9.0% | 0.6% | -12.6% | nt | -16.2% | -1.9% | 13.5% | -1.5%

Compound activity: PubChem BioAssay, National Center for Advancing Translational Sciences (NCATS)
